Bioassay records (PubChem BioAssay)
LYP inhibition: inhibitors of LYP phosphatase, biochemical, fluorescence intensity, uHTS (AID 1779); recombinant LYP phosphatase, fluorescence intensity; higher % means a stronger effect; 290,000 compounds, 0.054% hits; Tyrosine-protein phosphatase non-receptor type 22 (Homo sapiens); inhibition, % at 11.5 µM; hits with a dose series show IC50 in µM; in the data active = inhibition above about 50%;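 also: plate controls were vehicle with enzyme for no effect and no enzyme for full effect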
SV40 large T antigen: SV40 large T antigen inhibitors, biochemical (AID 1903). inhibition, % at 20 µM; hits with a dose series show IC50 in µM. SV40 large T antigen ATPase/helicase inhibition assay; higher % means a stronger effect. 310,000 compounds, 0.39% hits; in the data active = a potency from the dose series; inconclusive = inhibition mostly from about 32% at the one dose, without a potency; inactive = the rest, 99 in 100 with inhibition below about 32%; also: strong numbers were not always called active
AID2073: inhibitors of Mint1-CaV2.2 protein interaction, biochemical, HTRF (AID 2073); HTRF protein-protein interaction, Mint1-CaV2.2; higher % means a stronger effect; one-dose inhibition, % at 20 µM; IC50 in µM for titrated hits; 290,000 compounds, 0.19% hits; Voltage-dependent N-type calcium channel subunit alpha-1B (Homo sapiens); in the data active = inhibition mostly above about 51%, no sharp cut-off; inconclusive = no clear call, values can overlap the other calls; inactive = mostly below about 53%; also: some results filed as inactive read as strong as hits
SIAH1 antagonists: Siah-1 peptide-binding antagonists, primary screen, biochemical, fluorescence polarization, rhodamine-plectin, uHTS (AID 1817). E3 ubiquitin-protein ligase SIAH1 (Homo sapiens). Siah-1 / rhodamine-plectin peptide fluorescence polarization; higher % means a stronger effect. displacement, % at 20 µM, or IC50 in µM where a hit was titrated. 290,000 compounds, 0.02% hits;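 active = displacement of at least 50% at 20 µM, with a fluorescence ratio check between 0.3 and a set limit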;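 also: plate controls were Siah plus tracer with DMSO for no effect and tracer alone without Siah for full effect; strong numbers were not always called active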
XIAP antagonists: XIAP antagonists, biochemical, IAP family, fluorescence polarization (AID 1018); 200,000 compounds, 0.007% hits; E3 ubiquitin-protein ligase XIAP (Homo sapiens); one-dose displacement, % at 20 µM; IC50 in µM for titrated hits; XIAP BIR domain, fluorescence polarization peptide displacement; higher % means a stronger effect; in the data active = displacement above about 50%; also: a part of the inactive calls stands beside numbers as strong as those of hits
Dengue-2 NS5 capping: Dengue-2 NS5 methyltransferase inhibitors, primary screen, biochemical, confirmation dose response (AID 588689); Genome polyprotein (Dengue virus type 2 (strain 16681-PDK53)); Dengue-2 NS5 methyltransferase capping enzyme assay, biochemical; higher % means a stronger effect; inhibition, % at 25 µM; hits with a dose series show IC50 in µM; 340,000 compounds, 0.3% hits; in the data active = a potency from the dose series; inconclusive = inhibition above about 29% without an active follow-up result
HIV peptide binding: inhibitors of HIV fusion peptide binding, primary screen, biochemical, uHTS, fluorescence dequenching (AID 1986); one-dose inhibition, % at 20 µM; IC50 in µM for titrated hits; 290,000 compounds, 0.3% hits; cell-free peptide binding, fluorescence dequenching, 30 min; higher % means a stronger effect; in the data active = inhibition mostly above about 52%, no sharp cut-off; inactive = mostly below about 76%; also: some results filed as inactive read as strong as hits
MgcRacGAP inhibition: MgcRacGAP GTPase-activating activity inhibitors, confirmation, biochemical, ADP Hunter fluorescence; Rac GTPase-activating protein 1 (Homo sapiens); MgcRacGAP-stimulated Rac1 GTP hydrolysis, ADP Hunter fluorescence; higher % means a stronger effect; GST-tagged Rac1 F28L mutant substrate; one-dose inhibition, % at 30 µM; IC50 in µM for titrated hits; 340,000 compounds, 0.6% hits; AID 624330, 2012;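 active = first-screen hits whose inhibition reached a set limit at any dose in the follow-up dose series; inconclusive = inhibition above the set first-screen limit but never retested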;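 also: fluorescence reports GDP produced by GAP-driven GTP hydrolysis; strong numbers were not always called active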
RSV antiviral HEp-2: RSV antiviral activity via CPE protection, HEp-2 cells, primary 10 µM value included (AID 2391) | HEp-2 cells, RSV-induced CPE inhibition; higher % means a stronger effect | one-dose CPE inhibition, % at 10 µM; IC50 in µM for titrated hits | 310,000 compounds, 0.13% hits; in the data active = a potency from the dose series; inconclusive = CPE inhibition mostly from about 23% at the one dose, without a potency; inactive = the rest, 99 in 100 with CPE inhibition below about 21%; also: strong numbers were not always called active
Dengue-2 NS5 capping pilot replicate: second read-out of Dengue-2 NS5 capping, no call of its own (marks repeat the call); inhibition, %; measured here: pilot screen replicate inhibition
* = called active by the depositor; ? = inconclusive; . = not tested or not shown.

SMILES	LYP inhibition	SV40 large T antigen	AID2073	SIAH1 antagonists	XIAP antagonists	Dengue-2 NS5 capping	HIV peptide binding	MgcRacGAP inhibition	RSV antiviral HEp-2	others
C[N+](C)(C)CC(=O)N1CCN(c2ccc3ccccc3n2)CC1	-4%	6%	9%	-4%	.	-5%	1.1%	.	0.3%
COC(=O)c1cc(-c2ccc(OC)cc2)nc2nc(SC)[nH]c(=O)c12	-24%	-31%	31%	0%	.	-2%	2.0%	9%	0.1%
O=C(Nc1nnc(-c2ccco2)o1)c1ccc(Cl)cc1	-1%	0%	7%	0%	-3.0%	0%	9.2%	9%	-4.2%
COc1ccc(NC(=S)N2CCN(C/C=C/c3ccccc3)CC2)c(OC)c1	-8%	6%	-9%	10%	-3.1%	17%	0.9%	-1%	2.0%
O=C(O)c1cccc(NC(=O)c2ccc(Cl)c(S(=O)(=O)N3CCCCCC3)c2)c1	-2%	20%	3%	3%	-2.2%	-4%	4.1%	-3%	2.9%
Nc1ccc(C(=O)OCC(=O)N2CCc3ccccc3C2)cc1[N+](=O)[O-]	-9%	5%	18%	4%	-14%	1%	-1.3%	12%	4.7%
COc1ccc2c(=O)c3c(=O)n(Cc4ccco4)c(-c4ccccc4)nc3oc2c1	8%	7%	16%	-2%	-1.7%	-5%	-0.1%	4%	?
CCC(Oc1ccc(C)c(C)c1)C(=O)N1CCCN(C)CC1 (stereo not drawn)	-5%	16%	-9%	12%	.	-1%	-1.2%	7%	0.0%
NS(=O)(=O)c1ccc(CCNCc2cc(Br)ccc2OCc2ccccc2F)cc1	-1%	7%	-9%	5%	-17%	-1%	-0.3%	2%	-2.1%
O=S(=O)(c1ccc2nc(Nc3ccccc3)ccc2c1)N1CCCCC1	-6%	10%	30%	-6%	.	12%	-2.4%	4%	?
CCCCCCCCCCOC(=O)NC1CCS(=O)(=O)C1 (stereo not drawn)	2%	0%	8%	-1%	-1.4%	-2%	-0.9%	-11%	9.3%
CCCCCn1cnc2sc(-c3ccccc3)cc2c1=O	-4%	-3%	8%	-3%	-7.0%	2%	2.6%	-2%	51%
CCn1cc(C(=O)NCc2ccco2)c(=O)c2cc(S(=O)(=O)N3CCc4ccccc4C3)ccc21	7%	17%	28%	8%	-7.6%	-6%	-2.1%	8%	1.2%
CC1CCc2nn(CC(=O)NCc3ccc4c(c3)OCO4)cc2C1 (stereo not drawn)	0%	4%	1%	4%	0.6%	-5%	1.0%	4%	0.7%
O=C(OCc1ccc([N+](=O)[O-])cc1)c1ccccn1	-5%	2%	-2%	15%	-4.1%	-2%	1.0%	2%	-1.2%
Cc1ccc(CNC(=O)C(=O)NCCC2CCCCN2S(=O)(=O)c2ccccc2)cc1 (stereo not drawn)	.	21%	.	.	.	-9%	.	9%	6.3%
CC1(C)S[C@@H]2[C@H](NC(=O)COc3ccccc3)C(=O)N2C1C(=O)OCc1cc2ccccc2n1S(=O)(=O)c1ccccc1 (stereo partly drawn)	-4%	18%	35%	2%	.	.	11%	.	-1.2%
O=c1cc(-c2ccccc2)[nH]c2[nH]n(-c3ccccc3)c(=O)c12	-1%	26%	-20%	5%	-3.8%	55%	1.1%	14%	-0.4%	Dengue-2 NS5 capping pilot replicate=-0.3
COC(=O)c1ccc(Cn2nnc3c(=O)[nH]c(C4CCCN(S(=O)(=O)c5ccc(C)cc5)C4)nc32)cc1 (stereo not drawn)	-9%	8%	3%	8%	.	1%	1.5%	-7%	1.4%
CCN(CC)C(=O)CSc1nc2ccc(NC(=O)CSc3nnc(COc4ccccc4C)n3C)cc2s1	11%	-5%	5%	-3%	-4.9%	1%	-1.1%	10%	-0.1%
O=C(N=Nc1c(O)n(Cc2ccccc2)c2ccccc12)c1ccncc1	-2%	10%	7%	0%	.	11%	-3.5%	6%	14%
C[C@@H](CSc1ccccc1)CN1CC[C@H](NC(=O)OCc2ccccc2)CCC1=O	-12%	4%	2%	0%	.	4%	0.7%	3%	2.5%
COc1ccc(-c2noc(CCC(=O)Nc3cccnc3)n2)cc1	-12%	9%	-1%	-2%	.	-9%	-0.3%	0%	6.6%
NC(=O)COc1c(-c2ccco2)oc2ccccc2c1=O	-6%	7%	18%	-5%	-5.3%	2%	0.3%	6%	2.3%
O=C(NC1CCCC1)c1ccccc1-c1nc2ccccc2[nH]1	-12%	12%	2%	-4%	-6.8%	-6%	0.0%	14%	0.3%
CC(=O)Nc1nc(-c2cc([N+](=O)[O-])cs2)cs1	-10%	1%	28%	0%	-5.3%	-14%	1.9%	-19%	0.0%
COc1ccc(-n2nnnc2SCC(=O)Nc2ccc3c(c2)OCCO3)c(OC)c1	-4%	7%	-4%	-1%	1.1%	-4%	0.7%	9%	2.1%
CC1CCN(C(=O)C2CCN(CCCc3ccccc3)CC2)CC1	-5%	7%	-10%	1%	-1.0%	.	-1.7%	.	-2.1%
Cc1cccc(OCc2nc(-c3ccc(-n4cccc4)cc3)no2)c1	-1%	0%	5%	2%	-0.6%	-1%	0.4%	-7%	1.6%
Cc1cc(CSc2ccccc2)ccc1NC(=O)c1ccc(Br)cc1	4%	1%	12%	-1%	-0.8%	-4%	1.9%	5%	0.3%
CCCCCCNCCn1cnc2c(N)ncnc21	-4%	10%	5%	4%	-3.5%	-6%	-2.6%	7%	1.0%
COCCCNc1cc(C)nc2ccccc12	-1%	3%	14%	3%	-3.5%	-2%	0.7%	8%	0.5%
Cc1cccc(C(=O)NCC(=O)NCC(c2cccs2)N2CCOCC2)c1 (stereo not drawn)	.	13%	.	.	.	-6%	.	2%	-1.1%
COc1ccc(C(CCN)c2ccc3c(c2)OCO3)cc1 (stereo not drawn)	-4%	6%	11%	3%	.	-3%	0.0%	10%	-3.2%
Cn1cccc1/C=C1\SC(=O)N(CC(=O)Nc2ccc(Cl)cc2)C1=O	-1%	5%	-14%	3%	-2.6%	8%	-2.5%	6%	4.2%
COc1cccc(-c2nc3ccccc3s2)c1O	-3%	11%	?	-4%	0.6%	.	-5.1%	7%	3.0%
O=C1CC(N2CCN(c3ccccc3Cl)CC2)C(=O)N1c1ccccc1 (stereo not drawn)	-4%	2%	-1%	-2%	-5.9%	3%	-0.3%	9%	3.5%
CCOc1ccc(N2CC(C(=O)NC3CCSC3=O)CC2=O)cc1 (stereo not drawn)	-9%	-1%	0%	3%	.	2%	3.0%	-3%	1.4%
Cc1[nH]c2ccc(F)cc2c1CCN(Cc1ccncc1)C(=S)Nc1cccc(F)c1	-2%	2%	6%	-5%	-3.3%	-3%	-0.7%	6%	8.0%
CCOc1cc(C(N)=O)cc(OCC)c1OCC	-6%	4%	6%	-4%	-6.9%	-9%	-0.8%	4%	0.5%
COc1ccccc1N(C(=O)c1snc(C(N)=O)c1N)C(C(=O)NC1CCCC1)c1ccc2ncccc2c1 (stereo not drawn)	-10%	4%	6%	14%	.	-7%	-1.9%	3%	13%
COc1ccccc1NC(=O)c1cc(-c2cc(OC)c(OC)c(OC)c2)nc2ccccc12	0%	3%	26%	-5%	.	3%	-0.3%	9%	0.1%
COC(=O)CC(NC(=S)NC(=O)c1ccccc1)c1ccc(Br)cc1 (stereo not drawn)	9%	18%	1%	4%	.	-7%	2.1%	2%	?
CCOC(=O)N/N=C\c1ccc(OC/C=C/c2ccccc2)cc1	-4%	13%	0%	5%	.	1%	0.1%	7%	1.0%
CCOC(=O)c1c(CN2CCN(c3ccccc3)CC2)oc2ccc(O)cc12	1%	8%	13%	-5%	-15%	-3%	2.0%	4%	0.2%
CCCOC1CCCN(C(=O)c2ccc3oc(C(C)C)nc3c2)C1 (stereo not drawn)	-7%	13%	0%	6%	.	-2%	2.5%	2%	1.6%
O=C(CN1CCN(Cc2ccccc2Cl)C1=O)NCc1ccco1	4%	4%	-12%	5%	-2.7%	-13%	8.5%	5%	1.2%
O=C1/C(=C\Nc2ccc(OC(F)(F)F)cc2)CCN1c1ncccn1	-8%	-1%	3%	-1%	-5.5%	5%	0.3%	-2%	8.2%
O=c1oc(-c2ccccc2[N+](=O)[O-])nc2ccccc12	2%	0%	-14%	8%	-2.9%	-11%	2.4%	11%	0.5%
Cc1cc(C)cc(NC(=O)Nc2cccc(S(N)(=O)=O)c2)c1	-3%	7%	-6%	4%	.	.	-0.8%	.	3.5%
C/C(=N/NC(=O)c1ccc(O)cc1)c1cccc([N+](=O)[O-])c1	-2%	23%	1%	2%	0.3%	-5%	-0.8%	6%	0.2%
COc1ccc(N(CC(=O)Nc2ccc3c(c2)OCO3)S(=O)(=O)c2ccc(C)cc2)cc1OC	2%	6%	6%	1%	-4.9%	-7%	1.9%	4%	3.2%
Cc1ccc(S(=O)(=O)N2CCN(CC(=O)N/N=C/c3ccc(Br)s3)CC2)cc1	5%	11%	0%	2%	-2.7%	-5%	-0.3%	5%	10%
CCCCOC(=O)Nc1cccc(C(=O)OCC)c1	-8%	0%	-5%	-2%	-0.8%	-1%	-1.7%	13%	1.2%
Cc1c(C)c(C)c(S(=O)(=O)N2CCSCC2)c(C)c1C	-3%	6%	7%	5%	.	8%	-1.3%	-12%	0.9%
O=C(CCl)N1CCCC1c1ccc2c(c1)OCCO2 (stereo not drawn)	-4%	17%	15%	4%	.	1%	-0.7%	6%	2.4%
C=CCc1ccccc1OCC(O)CNC(C)C (stereo not drawn)	-8%	6%	5%	0%	-6.9%	-2%	0.1%	1%	-0.3%
O=C(Nc1ccccc1)C1=C[C@@H](c2ccc(C(F)(F)F)cc2)C[C@@H](OCc2ccc(CO)cc2)O1	6%	2%	3%	3%	-4.2%	-4%	0.4%	-9%	13%
O=C(CSc1nnc(-c2cnccn2)n1Cc1ccco1)c1ccccc1	-6%	5%	-5%	2%	-2.3%	0%	-1.0%	9%	1.5%	Dengue-2 NS5 capping pilot replicate=-7.5
N#Cc1cc2c(nc1SCC1COc3ccccc3O1)CCC2 (stereo not drawn)	-2%	4%	3%	2%	-6.3%	5%	-1.3%	11%	4.0%
O=C(NCCc1ccccc1Cl)C1CCC(=O)N(CC2CCCCC2)C1 (stereo not drawn)	-6%	-14%	-15%	3%	.	-4%	0.2%	9%	-1.5%
